S1P3 antag: antagonists of human S1P3 receptor; CHO S1P3 NFAT-BLA reporter, FRET fluorescence, antagonist mode; inhibition, % at 4.98 µM; Q99500; AID 485; hit rate 0.27% among 170,000;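 active = inhibition above the plate cutoff, the mean inhibition of test wells on that plate plus 3 SD, cut at about 28% in these data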;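 note: cells challenged with S1P at its EC80 of 0.8 µM; blue over green emission ratio from cleaved BLA substrate after 4 h stimulation; 0% = S1P-stimulated wells and 100% = unstimulated DMSO-only wells; some compounds past the cut are filed as inactive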
PPARg SRC2 recr: promotes SRC-2 coactivator recruitment by human PPARgamma. PPARgamma LBD-SRC-2 recruitment, biochemical. activation, % at 8 µM. hit rate 0.34% among 200,000. AID 1032; in the data active = activation above about 22%;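 note: 0% = vehicle and 100% = reference agonist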
L major viab: Leishmania major promastigote growth inhibition; Leishmania major promastigotes, resazurin fluorescence viability; inhibition, % at 10 µM; hit rate 9% among 200,000; AID 1063; in the data active = inhibition above about 50%;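 note: promastigotes grown with compound for 44 hours at 28 °C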
SRC2 TRFRET art: TR-FRET artefact, counter-screen to PPARgamma/SRC-2 agonist assay; hit rate 0.4% among 200,000; TR-FRET ratio at 8 µM; active compounds read high; in the data active = TR-FRET ratio above about 2000; note: inactives centre near 1500; reference of the scale not given here
PPARg SRC-3 ag: promotes SRC-3 coactivator recruitment by human PPARgamma; P37231; biochemical PPARgamma/SRC-3 coactivator recruitment assay; activation, % at 8 µM; hit rate 0.26% among 200,000; in the data active = activation above about 23%;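 note: 0% = DMSO and 100% = reference agonist; some compounds past the cut are filed as inactive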
bIAP act: increases bovine intestinal alkaline phosphatase activity. purified bovine IAP, CDP-star luminescence, 30 min; active compounds read high; fold of DMSO-control signal, blank-subtracted. activation factor at 20 µM. hit rate 0.17% among 200,000. AID 1016;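 active = activation factor of 2 or more at 20 µM, a signal rise over negative controls twice the positive control's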
bIAP inh: intestinal alkaline phosphatase (bovine) inhibition. inhibition, % at 20 µM. 190,000 tested, under 10 active. purified bovine IAP, CDP-star luminescence, 30 min;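 active = over 50% inhibition of intestinal alkaline phosphatase at 20 µM in the single-dose screen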
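Assay system: bovine IAP enzyme; medium: DEA buffer 100 mM, pH 9.8, with MgCl2 1.0 mM, ZnCl2 0.02 mM; doses: 20 µM single dose; incubation: enzyme reaction for 30 min at room temperature; detection: CDP-star luminescence signal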
ROMK mod: modulates human ROMK potassium channel activity; P48048; Tet-inducible ROMK, thallium flux fluorescence; actives lie on both sides; B-score at 10 µM; hit rate 2% among 130,000; AID 1918;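 active = signal ratio slope over the read window, or its plate-corrected B-score, at least 3 SD from the plate mean, either direction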;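 note: B-score of the F/F0 ratio slope over 7 to 12 s after thallium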
TLR4 MyD88 comp: blocks binding of human TLR4 to MyD88; HeLa CL3-4 TLR4/MyD88 BLA complementation, FRET ratio; inhibition, % at 8.4 µM; hit rate 0.18% among 200,000; in the data active = inhibition above about 25%;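 note: 0% = vehicle and 100% = reference inhibitor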
Target sequence (O00206 whole entry, looked up): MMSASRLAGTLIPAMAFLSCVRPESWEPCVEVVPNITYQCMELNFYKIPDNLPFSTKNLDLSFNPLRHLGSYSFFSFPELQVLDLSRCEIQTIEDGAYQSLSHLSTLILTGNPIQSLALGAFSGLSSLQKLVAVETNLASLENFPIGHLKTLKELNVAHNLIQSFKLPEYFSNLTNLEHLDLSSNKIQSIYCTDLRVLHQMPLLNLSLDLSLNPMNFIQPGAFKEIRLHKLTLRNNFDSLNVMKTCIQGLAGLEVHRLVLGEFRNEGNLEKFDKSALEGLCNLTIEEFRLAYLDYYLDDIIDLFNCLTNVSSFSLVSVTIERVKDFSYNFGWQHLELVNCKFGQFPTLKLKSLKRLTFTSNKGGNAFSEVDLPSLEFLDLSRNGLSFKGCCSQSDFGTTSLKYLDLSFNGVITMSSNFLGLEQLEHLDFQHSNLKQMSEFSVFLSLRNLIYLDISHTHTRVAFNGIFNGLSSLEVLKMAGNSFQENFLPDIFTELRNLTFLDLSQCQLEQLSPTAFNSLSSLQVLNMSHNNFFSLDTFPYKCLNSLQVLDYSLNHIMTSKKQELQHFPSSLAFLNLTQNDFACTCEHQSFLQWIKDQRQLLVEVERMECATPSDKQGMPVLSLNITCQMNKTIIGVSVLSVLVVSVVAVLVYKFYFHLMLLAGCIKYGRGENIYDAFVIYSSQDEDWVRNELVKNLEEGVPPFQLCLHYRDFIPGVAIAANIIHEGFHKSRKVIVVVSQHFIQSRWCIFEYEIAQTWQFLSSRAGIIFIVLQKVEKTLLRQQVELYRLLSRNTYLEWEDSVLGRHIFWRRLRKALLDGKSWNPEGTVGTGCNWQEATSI
Target sequence (Q99836 whole entry, looked up): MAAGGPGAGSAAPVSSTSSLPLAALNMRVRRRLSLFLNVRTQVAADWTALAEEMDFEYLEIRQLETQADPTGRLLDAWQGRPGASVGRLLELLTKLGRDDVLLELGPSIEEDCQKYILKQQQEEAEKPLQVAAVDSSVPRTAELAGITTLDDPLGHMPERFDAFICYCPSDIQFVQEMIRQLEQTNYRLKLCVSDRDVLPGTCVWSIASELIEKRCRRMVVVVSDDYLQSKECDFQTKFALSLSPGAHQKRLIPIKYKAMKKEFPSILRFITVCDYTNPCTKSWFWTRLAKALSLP
Redox H2O2 prof: compounds producing H2O2 with reducing agent – biochemical, NIH compound library profiling, artefact control for MLSCN library redox annotation, primary screen. hit rate 0.03% among 200,000. DTT-dependent redox cycling H2O2, phenol red/HRP absorbance; 100% = 100 µM peroxide control, 0% = buffer. AID 878. activation, % at 10 µM;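 active = activation of at least 50% relative to the plate's high and low controls in the primary single-dose screen; inactive = activation below 50%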;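 note: compound incubated with DTT at 0.8 mM final as the reducing agent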
PPARg SRC1 recr: PPARgamma-driven SRC-1 recruitment agonism; PPARgamma-SRC-1 coactivator recruitment biochemical assay; hit rate 0.41% among 200,000; activation, % at 8 µM; P37231; in the data active = activation above about 19%;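 note: 0% = DMSO and 100% = reference agonist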
* = called active by the depositor; / = not tested or not shown. The order is random; about 11% have a hit in one of these screens.

Fields – S1P3 antag	PPARg SRC-3 ag	Redox H2O2 prof	TLR4 MyD88 comp	PPARg SRC1 recr	ROMK mod	bIAP act	PPARg SRC2 recr	bIAP inh	SRC2 TRFRET art	L major viab
CN(C)CCCNCCCNC(=O)/C=N/O
    /	-10	0.1	-13	1	0.52	0.9	-3	8	1289	1
CCC(C)NS(=O)(=O)c1ccc(NC(=O)C2CCCO2)cc1 (stereo not drawn)
    -1	-1	-0.4	-4	8	0.78	1	0	-2	1546	-5
COCCn1c(-c2ccc(C#N)cc2)nc2c1c(=O)[nH]c(=O)n2Cc1ccccc1
    -24	6	-0.7	-3	5	0.81	1	4	2	1653	5
Nc1ccc(N2CCOCC2)c2nonc12
    -18	11	-1.3	-11	6	-0.65	1	10	4	1824	25
COc1ccc(-c2csc(CCn3nc(C)cc3C)n2)cc1
    0	1	-0.1	-21	-2	-0.98	1.1	-5	-9	1464	34
Cc1ccccc1S(=O)(=O)Cc1ccc(C(=O)N2CCN(c3ccc(F)cc3)CC2)o1
    -8	0	1.1	10	2	0.35	1	1	0	1594	33
CCCCCn1c(NC(=O)c2ccco2)c(S(=O)(=O)c2ccc(C)cc2)c2nc3ccccc3nc21
    /	6	1.0	0	17	/	1	14	-2	1784	-10
CCOC(=O)c1sc(NS(=O)(=O)c2ccc(NC(C)=O)cc2)nc1C
    -12	-9	0.8	-3	1	1.2	0.9	1	7	1545	-8
Nc1ccc(S(=O)(=O)Nc2nccc(/C=C/c3ccccc3F)n2)cc1
    9	3	-0.6	13	4	0	1.1	9	-8	1565	7
O=C(c1ncc[nH]1)c1ccccc1C(=O)N1CCOCC1
    -4	7	-0.3	13	4	/	1	10	2	1489	-3
O=Cc1cn(CC(O)CN2CCCCC2)c2ccccc12 (stereo not drawn)
    -16	3	-0.7	-2	10	-0.32	0.9	-4	12	1374	2
O=C(CNC(=O)c1cccc(F)c1)N/N=C/c1cc(Br)ccc1OCc1ccccc1
    -2	2	1.1	6	3	-1.5	1	0	4	1471	51*
Cc1ccc(/C=N\NC(=O)C2CN(S(=O)(=O)c3ccccc3)CCN2S(=O)(=O)c2ccccc2)cc1 (stereo not drawn)
    -5	2	0.4	-5	3	/	1	4	3	1434	28
O=C(Cc1cccs1)Nc1ccc(Cl)cc1
    6	0	0.4	-3	4	-1	0.7	0	29	1614	-3
C=CCSc1nc2sc(C)c(C)c2c(=O)[nH]1
    17	2	-0.1	-1	5	/	0.9	1	9	1716	-7
CC(C)CN(Cc1cc2ccccc2[nH]c1=O)C(=O)c1cccnc1
    -30	2	-1.9	12	5	-0.14	1	2	2	1402	-4
O=C(OCCN(C1=NS(=O)(=O)c2ccccc21)c1ccccc1Cl)c1ccc(Cl)cc1
    /	3	0.1	1	-4	0.28	0.9	1	8	1625	19
C(/C=C/c1ccco1)=N/N1CCN(c2ccccc2)CC1
    /	5	-0.7	-1	0	/	0.9	1	14	1427	2
COc1cccc(NS(=O)(=O)c2ccc3c(c2)C2C=CCC2C(c2ccc(C(=O)O)cc2)N3)c1 (stereo not drawn)
    -12	2	0.3	-4	8	/	0.9	5	15	1614	-7
O=C(O)CN=C1NC2(CCCC2)Cc2ccccc21
    /	14	1.5	-11	9	/	1.1	0	-7	1582	-8
CC(=O)Nc1ccc(S(=O)(=O)Oc2ccc(C(=S)N3CCCCC3)cc2)cc1
    -5	5	-0.6	-14	13	-1.5	0.9	-3	11	1585	-6
CCn1c(N)c(C(=O)NCCOC)sc1=S
    /	-10	0.2	9	-10	0.13	0.9	10	7	1498	-4
CSc1nsc(SC)c1C(=O)OCC(F)(F)F
    -40	5	1.1	-17	-1	/	1	2	1	1615	0
Cc1ccc(-c2cc(C(=O)Nc3cnn(C(C)C)c3)no2)cc1
    /	9	0.8	-19	10	/	1	1	1	1670	13
CCOC(=O)C1CCN(C(=O)c2cccc(NS(=O)(=O)c3ccc(F)c(F)c3)c2)CC1
    3	1	0.3	19	3	0.9	1	0	1	1633	-5
CCn1c(=O)cc(SCC(=O)Nc2cccc(SC)c2)c2ccccc21
    /	47*	0.2	2	35*	1.1	0.9	42*	7	2529*	-1
COc1ccc(-c2cc(C(=O)O)[nH]n2)cc1OC
    /	-7	0.4	2	4	/	0.3	-4	/	1378	-4
Cn1nc(-c2ccccc2F)c2cc(C(=O)Nc3ccc4c(c3)OCCO4)sc21
    /	1	0.4	0	-3	/	1.1	3	-7	1419	12
O=[N+]([O-])c1ccc(OCCCCN2CCCCC2)cc1
    -20	-6	0.3	-11	3	/	0.9	-6	9	1434	89*
COc1ccc(C(=O)C2CCCN(C(=O)C3=CCCC3)C2)cc1OC (stereo not drawn)
    -9	3	0.6	-1	5	0.9	1.1	-2	-10	1448	-1

Reprinted from the part before: two entries, followed by the next part.
Fields – S1P3 antag	PPARg SRC-3 ag	Redox H2O2 prof	TLR4 MyD88 comp	PPARg SRC1 recr	ROMK mod	bIAP act	PPARg SRC2 recr	bIAP inh	SRC2 TRFRET art	L major viab
O=[N+]([O-])c1ccc(OCCCCN2CCCCC2)cc1
    -20	-6	0.3	-11	3	/	0.9	-6	9	1434	89*
COc1ccc(C(=O)C2CCCN(C(=O)C3=CCCC3)C2)cc1OC (stereo not drawn)
    -9	3	0.6	-1	5	0.9	1.1	-2	-10	1448	-1
COc1ccc(S(=O)(=O)N2CCN(CC(=O)Nc3cc(OC)cc(OC)c3)CC2)cc1
    -7	-5	2.0	-7	-5	/	1.1	-11	-13	1481	1
COc1cccc(OCC(O)CN2CCC(C)CC2)c1 (stereo not drawn)
    -3	6	18	13	7	/	1	6	-1	1749	71*
O=[N+]([O-])c1ccccc1Oc1ccc(Cl)c2cccnc12
    -6	3	-0.4	3	4	-1.4	1.1	10	-7	1604	2
CCN(CC)C(=O)CSc1nc(N)c(-c2ccccc2)c(=O)[nH]1
    -10	-6	0.4	1	2	-0.14	1.1	-3	-15	1514	-5
COc1ccc(N2CCN(C(CNC(=O)C(=O)NCCC3=CCCCC3)c3ccco3)CC2)cc1 (stereo not drawn)
    2	6	1.1	-5	0	-0.36	0.8	0	20	1548	86*
COc1ccc(CC(=O)NC(C)C2COc3ccccc3O2)cc1OC (stereo not drawn)
    -25	0	-0.3	3	-1	0.17	1.1	-3	-12	1703	-7
O=S(=O)(Nc1ncccn1)c1ccc(NC(=S)NCc2ccco2)cc1
    -14	4	-0.4	10	8	2.4	0.9	-1	6	1569	-4
COC(=O)c1[nH]c2ccc(C)cc2c1NC(=O)CCN1CCN(Cc2ccc3c(c2)OCO3)CC1
    -7	1	-0.7	1	-3	/	1	-3	-2	1551	4
CCCCNS(=O)(=O)c1ccc(OC)c(C)c1
    /	3	1.0	14	3	/	0.9	9	8	1568	-3
CN1C(=S)SC(C)(C)C1N(O)C(=O)Nc1ccc(Cl)cc1 (stereo not drawn)
    1	3	-1.9	10	3	-0.65	1	15	-3	1709	4
CCCn1c(CCC(=O)O)ccc1-c1ccccc1
    -23	0	-0.6	-3	1	-0.32	0.9	8	11	1450	-1
Cn1c(CN2CCCC2)nc2cc(NC(=O)c3ccc(Cl)cc3)ccc21
    0	-3	1.4	-21	-1	-0.65	1.1	6	-12	1569	2
COc1ccc(Nc2nc(C)c(-c3ccccc3)s2)cc1
    -10	2	0.7	0	3	-0.025	0.9	9	5	1565	8
CN(C)C(=S)NC1CCS(=O)(=O)C1 (stereo not drawn)
    -8	0	-1.2	0	-8	0.23	1.1	-2	-8	1413	-3
O=C(c1cccn(Cc2cccc(Cl)c2)c1=O)N1CCOCC1
    /	2	0.4	10	7	/	1.1	4	-8	1511	-3
Cc1cccc(C)c1NC(=O)C1C2C=CC(C2)C1C(=O)NCc1ccccn1 (stereo not drawn)
    /	7	-1.6	-6	0	/	0.9	7	12	1410	-3
CC(C)CCNC(=O)COC(=O)c1cc(Br)c(Br)s1
    -11	7	0.3	6	14	-0.44	1	-2	5	1574	-1
O=C(NCCCc1ccccc1)c1cccs1
    /	8	-0.6	-4	8	/	1	12	2	1546	-2
O=C(NCc1cccs1)NC1CCCCC1
    -15	4	-0.1	11	0	-0.8	0.9	-5	9	1250	13
CCOCCCNC(=O)Cn1ncc2c(=O)oc3ccccc3c21
    -22	0	-0.4	-7	4	/	0.9	12	8	1489	-6
COc1ccc(OC)c(NC(=O)CSc2nnc(Cc3cccn3C)n2-c2ccc(F)cc2)c1
    9	-2	0.3	-8	1	/	1	4	2	1565	13
O=C(c1cccc(C(F)(F)F)c1)C1CCCN(Cc2cccn2-c2ccccn2)C1 (stereo not drawn)
    -5	2	-0.1	9	6	-1.5	1	5	1	1577	30
Cc1cccc(Nc2nnc(SCC(=O)Nc3cccc(S(=O)(=O)N4CCCCC4)c3)s2)c1
    7	3	0.4	1	4	/	0.9	8	7	1661	43
CCCC1=C/C(=C/c2ccc(-c3ccccc3OC)o2)C(=O)O1
    3	3	0.3	-1	10	0.53	0.9	5	12	1690	-2
C=CCNC(=O)c1c(N)n(-c2cccc(S(N)(=O)=O)c2)c2nc3ccccc3nc12
    -26	-4	0.0	-6	3	0.015	1.1	-3	-11	1718	84*
Cc1cc(C)n2nc(C(=O)OCCOc3cccc(Br)c3)nc2n1
    1	-3	-0.6	-1	1	/	0.9	0	7	1590	-6
O=C(CSCc1ccccc1)NCc1ccc2c(c1)OCO2
    /	8	0.7	-7	4	1	0.7	2	28	1490	-7
CCOc1cc(C2NC(=O)N(C)C(C)=C2[N+](=O)[O-])ccc1OC(C)=O (stereo not drawn)
    -2	-5	-0.5	-7	-1	0.32	1.1	-1	-8	1501	-4
O=c1c2cc(NC(=S)NCc3ccccn3)ccc2nc2n1CCCCC2
    -11	3	-2.9	2	6	0.3	0.9	0	14	1659	-2
COc1ccc(NS(=O)(=O)c2cccc(C(=O)N/N=C(\C)c3ccc(-n4ccnc4)cc3)c2)cc1
    /	-2	-1.3	1	-3	1.1	1.3	1	-30	1471	-4
O=C(CCC1CCCCC1)Nc1ccccc1O
    -18	20	1.2	-19	5	-0.014	0.8	9	20	1518	3
Cc1ccc2[nH]c3c(c2c1)CC/C(=C/c1ccccc1)C3=O
    /	15	0.4	7	1	-0.023	0.2	4	/	1571	14
CN(Cc1ccccc1)C(=O)COC(=O)c1cc(-c2ccc(Cl)s2)nc2ccccc12
    /	-2	0.1	-1	9	0.6	0.8	9	20	1938	-8
O=C(Nc1ccc(F)cc1)c1ccccc1
    /	2	1.8	-3	0	1.3	1	3	1	1438	5
Cc1ccc(-c2nnc(N)s2)cc1
    -15	3	0.1	-1	3	0.034	0.9	-1	9	1781	-9
COc1ccc(-c2cc(-c3ccc(OC)cc3)[nH]n2)cc1
    10	11	0.1	11	6	2.9	0.7	4	29	1511	37

Screening data: PubChem BioAssay, several laboratories
